HSF1 inh: HSF1 inhibitors in luciferase reporter cells, primary screen, cell-based, NIH3T3, luminescence; NIH3T3-HGL HSE-luciferase, MG132-induced, luminescence 8 h; active compounds read low; activity change, negative = inhibition, % at 7.5 µM (by protocol); hit rate 0.77% among 300,000;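 active = more than half of replicate wells show activity change below -50%, luminescence cut by over half; inconclusive = some wells, but at most half, below -50%; inactive = no replicate well below -50%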;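 also: luciferase reports HSF-1 transcriptional activity via heat shock element; 0% = median of DMSO wells and -100% = zero luminescence signal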
HSF1 activator: HSF-1 activators, primary screen, NIH3T3-HGL cells, MG132 stress, luminescence, single point; NIH3T3-HGL HSF-1 luciferase reporter, 8 h; 100% = twice DMSO control signal; activation, % at 9 µM; hit rate 1.7% among 300,000; AID 504408, 2011;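 active = mean replicate activation of at least 50% with a set share of replicates each reaching 50%; inconclusive = only one of those two conditions met; inactive = mean below 50% and too few replicates reaching it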;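 also: 0% = median of the neutral control wells and 100% = twice that signal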
IEC-6 tox: cytotoxicity in IEC-6 intestinal epithelial cells, primary screen, cytotoxicity control for KLF5 inhibitor project, cell-based, luminescence | IEC-6 cytotoxicity, luminescence viability | inhibition, % at 5 µM | hit rate 0.78% among 290,000 | AID 1825, 2009; in the data active = inhibition above about 22%;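 also: 0% = plate median of test compound wells and 100% = cytotoxic reference compound wells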
aSyn UTR inh: MLPCN primary screen, SNCA 5' untranslated region; hit rate 0.82% among 300,000; inhibition, % (tested at 7.5 µM); alpha-synuclein 5'UTR reporter, inhibitor activity; in the data active = inhibition above about 60%; inconclusive = no clear call, values can overlap the other calls;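 also: H4 neuroglioblastoma cells stably carrying SNCA 5'UTR luciferase fusion; 0% = DMSO wells and 100% = positive control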
HSP90 refold inh: HSP90 inhibitors, primary screen, cell lysate, luminescence. Rabbit reticulocyte lysate, luciferase refolding luminescence, 3 h. hit rate 0.91% among 290,000. inhibition, % at 5.6 µM. Heat shock protein HSP 90 (rabbit reticulocyte lysate; luciferase refolding);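 active = inhibition above the screen-wide mean plus 3 SD, computed separately per campaign, cut at about 16% in these data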;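 also: 0% = DMSO wells and 100% = 60 µM geldanamycin wells; inhibitors lower the luminescence because luciferase stays unfolded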
KLF5 inhibitor: KLF5 expression inhibitors, primary screen, DLD-1 cells, luminescence. DLD-1 KLF5 promoter-luciferase reporter. hit rate 0.23% among 290,000. inhibition, % at 5 µM;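 active = inhibition above a per-plate limit of that plate's mean compound inhibition plus 3 SD, cut at about 60% in these data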;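 also: 0% = DMSO wells and 100% = LY294002 at 200 µM; higher means less KLF5 promoter-driven luciferase light; inactives centre near -14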
SKKanGAS inh: S. pyogenes SKKanGAS growth inhibitors in kanamycin, primary screen, streptokinase expression inhibitor project, SKKanGAS strain, BacTiter-Glo luminescence; hit rate 1.3% among 300,000; 6 h; inhibition, % at 7.5 µM;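 active = mean replicate score, as percent of positive control median, at least 50; inconclusive = mean below 50 but one replicate at or above 50; inactive = mean and every replicate below 50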;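 also: strain carries kanamycin resistance gene driven by streptokinase promoter and grows in 40 µg/ml kanamycin; loss of luminescence reflects streptokinase promoter inhibition or plain growth inhibition; 0% = median of DMSO wells and 100% = positive control at its reference dose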
AI-2 QS modul: Vibrio harveyi AI-2 quorum sensing modulators, primary screen, JMH597 strain, luminescence/OD600 ratio; Vibrio harveyi JMH597 AI-2 luminescence/OD600 ratio, 9 h; active compounds read low; strain lacks LuxN and CqsS sensors; 0 = neutral-control median; activity change, % at 7.5 µM; hit rate 0.4% among 300,000; AID 2094, 2009; in the data active = activity change below about -75%, passing the limit was not always enough; inconclusive = no clear call, values can overlap the other calls;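 also: luminescence divided by OD600 gain over 9 h not by final OD600 alone; inactives centre near 13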
Platelet DG rel: inhibitors of platelet dense granule secretion, primary screen, cell-based, MLPCN, human platelets; AID 1663, 2009; human platelet-rich plasma, SFLLRN dense granule ATP release, luminescence; inhibition, %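 (compounds screened at 7.5 µM in platelet-rich plasma)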; hit rate 0.22% among 300,000;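 active = mean replicate score, as percent of positive control, at or above 50; inconclusive = mean below 50 but at least one replicate at or above 50; inactive = mean and every replicate below 50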
HIF activator: HIF pathway transcriptional activators, primary screen, cell-based, U2OS HRE-luciferase, luminescence | AID 1910, 2009 | hit rate 0.32% among 300,000 | U2OS HRE-luciferase reporter; normalized: DMSO 0%, desferrioxamine 100% | activation, % at 7.5 µM (by protocol);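 active = mean activation of at least 10% of the iron chelator positive control signal, with at least half of replicates also reaching 10%; inconclusive = mean and replicate majority disagree about reaching 10%; inactive = mean and most replicates under 10%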
* hit, by the source's call; ? = inconclusive; . = not tested or not shown.

Values in the order: HSF1 inh | HSF1 activator | IEC-6 tox | aSyn UTR inh | HSP90 refold inh | KLF5 inhibitor | SKKanGAS inh | AI-2 QS modul | Platelet DG rel | HIF activator
- CCOc1cc(CN2CCN(Cc3ccc(C)o3)C(CCO)C2)ccc1OC (stereo not given)
→ -5 | 10 | 2 | -47 | 2 | 4 | -6 | 11 | 5 | 0.7
- CC1CCN(Cc2nnnn2CCCC(=O)N(C)C2CCOC2)CC1 (stereo not given)
→ -6 | -5 | 1 | 8 | -7 | -24 | -2 | 3 | -2 | -0.4
- Cc1ccnc(NC(=O)CCC(=O)N(CC(=O)NC2CCCCC2)C2CCCC2)c1
→ -6 | 2 | -3 | -9 | 0 | -6 | 6 | 13 | 6 | 0.2
- CC(=O)Nc1ccc(NC(=O)c2ccccc2N(Cc2ccccc2)S(C)(=O)=O)cc1
→ -1 | -1 | 1 | -9 | -3 | -19 | -3 | 18 | -1 | -1.6
- O=C(/C=C/c1ccco1)Nc1ccccn1
→ -4 | 32 | 28* | 12 | 0 | -112 | 6 | 9 | 2 | 0.0
- O=C(Cn1c(=O)c2cccn2c2ccccc21)Nc1cc(F)ccc1F
→ -57* | -67 | 2 | -14 | 0 | -12 | 19 | -2 | 5 | -0.1
- COc1ccc(CC(=O)Oc2ccccc2C)cc1
→ 1 | 2 | 6 | 5 | -1 | -16 | -1 | 3 | -3 | 0.8
- Cc1cc(S(=O)(=O)N2CCOCC2)ccc1F
→ 0 | 0 | -2 | 9 | -5 | -8 | -2 | 30 | -4 | 1.2
- C/C(=N\NC(=O)c1ccccc1)C1C2C=CC(C2)C1(C)C (stereo not given)
→ 14 | 2 | 2 | -22 | -6 | -12 | 4 | 9 | 3 | 1.7
- Cc1cc(OCC(O)CN(CCO)CCO)ccc1Cl (stereo not given)
→ -6 | -5 | -2 | -15 | -1 | 17 | -1 | 10 | -1 | -0.3
- NC(=NCCc1ccc(Cl)cc1)NS(=O)(=O)c1ccccc1
→ 2 | 0 | 2 | -22 | 0 | -41 | -1 | 11 | 14 | -0.7
- COc1cccc(-c2nc(CCl)cs2)c1OC
→ -8 | -5 | -4 | 17 | 4 | -19 | -2 | 14 | 2 | -0.2
- C=CCn1c(C)nnc1SCC(=O)c1[nH]c(C)c(C(C)=O)c1C
→ -4 | 0 | 6 | 0 | 2 | -4 | 11 | 27 | 2 | 0.1
- CC(C)c1ccc(S(=O)(=O)c2nnn3c2nc(NCC2CCCO2)c2ccccc23)cc1 (stereo not given)
→ 2 | -1 | 2 | -8 | -1 | -7 | 6 | 18 | 6 | 0.1
- COc1ccccc1N1CCN(C(=O)CCn2c(=O)[nH]c3ccsc3c2=O)CC1
→ 1 | 4 | -7 | -22 | -4 | -28 | -2 | 8 | -1 | -0.4
- Cc1ccc2cc(CN(C)C(=O)C3CCCO3)c(=O)[nH]c2c1 (stereo not given)
→ -2 | -3 | -2 | -29 | -4 | -48 | 2 | 25 | 0 | 1.1
- O=C(O)C1=C[C@@H](c2ccc(C(F)(F)F)cc2)C[C@@H](OCc2ccc(CO)cc2)O1
→ -5 | -1 | -1 | -5 | 4 | -28 | 2 | 8 | 1 | -1.3
- O=C(OCc1cc([N+](=O)[O-])cc2c1OCOC2)c1ccccn1
→ . | . | 1 | -4 | 1 | 15 | -2 | 14 | -3 | 0.4
- Cc1c(NC(=O)c2ccccc2F)c(=O)n(-c2ccccc2)n1C
→ -7 | 3 | -5 | 24 | 8 | -25 | -19 | 47 | -2 | 0.3
- O=C1NN(c2ccccc2)C(=O)/C1=C\c1cccn1-c1ccc(Cl)c([N+](=O)[O-])c1
→ 0 | -12 | 0 | 18 | -1 | 3 | 0 | 26 | -1 | -0.4
- Cc1ccc(/C=N/NC(=O)CC(=O)NCc2cccnc2)cc1
→ -2 | -11 | 2 | 5 | 3 | -21 | 9 | 24 | -1 | 0.2
- O=C(CN1CCN(Cc2ccccc2Cl)C1=O)NCc1ccccn1
→ -3 | -2 | 1 | 34 | -5 | -32 | 2 | 10 | -1 | 0.5
- COc1ccccc1C(=O)N/C(=C\c1cn(C)c2ccccc12)C(=O)NCCCN1CCOCC1
→ 3 | 4 | -4 | -3 | -4 | -22 | -5 | 18 | -1 | -0.5
- COc1cc(C)nc(N(Cc2ccccc2)S(=O)(=O)c2ccc(C)cc2)n1
→ 0 | 14 | 8 | 31 | 5 | -18 | 26 | 10 | -16 | 0.0
- COc1ccc(/C=N/NC(=O)Nc2ccc3nsnc3c2)c(OC)c1
→ 15 | 19 | -8 | -34 | 0 | 1 | 5 | 19 | 6 | 0.4
- CCn1cc(-c2nnnn2-c2ccc(Cl)cc2)c(=O)c2ccccc21
→ 3 | 1 | -1 | 3 | 1 | 4 | 8 | 6 | 6 | -0.5
- CC(CCc1ccc(O)cc1)NC1c2ccccc2-c2ccccc21 (stereo not given)
→ 5 | 8 | 6 | -13 | -3 | -5 | 7 | 16 | 2 | -16
- COc1ccc(NC(=S)Nc2ccc3nsnc3c2)cc1
→ 40 | ? | -4 | -207 | 43* | -75 | 0 | 0 | 19 | -1.1
- Cc1oc(-c2cccc(C(F)(F)F)c2)nc1CN1CCOCC1
→ . | . | -8 | . | -1 | -14 | -2 | 5 | -18 | .
- O=C(Nc1ccc(S(=O)(=O)N2CCCCC2)cc1)C1CC(=O)N(c2ccc(Cl)cc2)C1 (stereo not given)
→ 3 | 2 | 1 | 30 | 8 | 10 | -3 | . | 1 | 1.2
- O=C(N[C@@H](Cc1ccccc1)C(=O)OCc1ccccc1)c1nc[nH]c1C(=O)N[C@@H](Cc1ccccc1)C(=O)OCc1ccccc1
→ -3 | . | 2 | 29 | 3 | -15 | 8 | 7 | 1 | 1.9
- COc1cccc(CN2CCN(CC(=O)NCCc3ccccc3)CC2)c1
→ 2 | -9 | -6 | 0 | -4 | -12 | 4 | 31 | -6 | 0.4
- CCOc1ccc(C2C(C(=O)NC)=C(C)Nc3nc4ccccc4n32)cc1OC (stereo not given)
→ 2 | 4 | -4 | 10 | -2 | 3 | -2 | 2 | ? | -0.2
- Cc1ccc2c(c1C)OC(=O)CC2c1ccccc1 (stereo not given)
→ 18 | 20 | -5 | 13 | -3 | -11 | 13 | -8 | -6 | -3.1
- O=C(NC1c2ccccc2-c2ccccc21)N1CCCCC1
→ 8 | -2 | 5 | -8 | 1 | -29 | 0 | 8 | 5 | -0.3
- CC(C(=O)Nc1ccc(S(=O)(=O)N2CCOCC2)cc1)N1C(=O)C2CC=CCC2C1=O (stereo not given)
→ -2 | 8 | 2 | 13 | 6 | -3 | -10 | 4 | 5 | -0.2
- O=C(NCc1cccnc1)c1ccc(COc2ccccc2Cl)o1
→ 10 | 5 | 1 | 16 | 0 | -47 | -9 | 8 | 1 | -0.2
- COc1cccc(/C(O)=C2/C(=O)C(=O)N(Cc3ccco3)C2c2ccncc2)c1 (stereo not given)
→ -2 | 2 | -1 | 4 | -1 | -35 | 0 | 22 | . | -0.1
- O=C1ON=C(c2ccc([N+](=O)[O-])cc2)/C1=C/c1ccccc1O
→ -6 | 1 | -2 | -10 | 1 | -3 | 2 | 10 | 2 | 2.8
- COCCCN1C(=O)C(=O)/C(=C(/O)c2ccc(S(=O)(=O)N3CCOCC3)cc2)C1c1cccc(Cl)c1 (stereo not given)
→ -5 | -3 | 3 | 12 | -6 | -15 | 1 | 36 | 20 | 0.4
- COc1ccc(CCNC(=O)CCS(=O)(=O)c2ccc3c(c2)NC(=O)CS3)cc1OC
→ 3 | 2 | 3 | 8 | -1 | -25 | -7 | 10 | -2 | 0.3
- O=C(NCCN1CCOCC1)c1cc(-c2ccc(F)cc2)nc2ccccc12
→ -1 | -9 | . | -16 | . | . | 3 | 1 | 39 | -0.1
- Clc1ccccc1CNCC1CCCO1 (stereo not given)
→ -2 | 10 | 4 | 8 | 2 | -43 | 8 | 6 | 4 | 2.0
- CCCCNC(=S)NNC(=O)c1csc(C)c1C
→ 14 | 8 | 8 | -5 | 2 | -59 | 0 | 8 | 0 | -2.0
- CC(C)C(NC(=O)C(Cc1ccccc1)NC(=O)OCc1ccccc1)C(=O)O (stereo not given)
→ 0 | 8 | 5 | 16 | 7 | -29 | 0 | -21 | 13 | 0.0
- COc1ccc(C)cc1NC(=O)NC1CCCc2ccccc21 (stereo not given)
→ 0 | 1 | 2 | 11 | 2 | -34 | 51* | 4 | 12 | -0.5
- COc1cc(C(=O)N/N=C/c2ccc3c(c2)c2ccccc2n3C)ccc1O
→ 4 | -5 | 13 | -117 | -1 | -10 | 51* | 27 | -9 | 0.5
- Cc1ccc(C2(O)CN(c3ccccc3)C3=[N+]2CCS3)cc1 (stereo not given)
→ -23 | -22 | 2 | -12 | -3 | -16 | 6 | -1 | -12 | 1.6
- O=C(COc1ccc2ccccc2c1)NCC1CCCO1 (stereo not given)
→ 0 | -4 | -4 | -24 | 0 | -54 | -10 | 18 | 4 | -0.3
- CCOC(=O)CCCc1ccc(/C(C)=N/NC(N)=S)cc1
→ -9 | -20 | 1 | -14 | 1 | -8 | -6 | 10 | 15 | -0.4

Other records:
Values in the order: HSF1 inh | HSF1 activator | IEC-6 tox | aSyn UTR inh | HSP90 refold inh | KLF5 inhibitor | SKKanGAS inh | AI-2 QS modul | Platelet DG rel | HIF activator
- CCn1c(Cc2ccc(OC)cc2)nnc1SCC(=O)NC1CC1
→ 0 | 19 | -1 | -3 | 3 | -14 | -6 | -9 | 6 | -0.5
- Cc1c(CCC(=O)NCCCn2ccnc2)c(=O)oc2c(C)c3oc4c(c3cc12)CCCC4
→ -31 | -37 | 2 | 53 | 0 | -18 | 3 | 17 | -1 | -1.1
- Cc1ccc(-n2c(SCC(=O)Nc3ccc4c5c(cccc35)CC4)nc(O)cc2=O)cc1
→ 0 | 15 | 5 | 7 | -4 | -8 | 52* | 20 | -3 | -0.2
- CN(C)S(=O)(=O)c1cccc(NC(=O)c2ccc3c(c2)OCCO3)c1
→ 17 | ? | . | -119 | . | . | -7 | 12 | -40 | 3.9
- CCc1ccc(NC(=S)/N=C(\N)Nc2nc(C)c3cc(CC)ccc3n2)cc1
→ 15 | 32 | 6 | 16 | 1 | -28 | 43 | 1 | -1 | 0.0
- O=C(N1CCOCC1)N1CCN(S(=O)(=O)c2ccc(Cl)cc2)CC1
→ 2 | 7 | -5 | -5 | 0 | -54 | 2 | 8 | 4 | 0.0
